PV pol inh – poliovirus RNA polymerase inhibition | P03300 | poliovirus polymerase elongation, fluorescence polarization; stronger effect = lower value | % elongation, % (compound at 16.7 µg/mL) | 0.66% of 150,000 active | AID 588519; in the data active means % elongation below about 90%; further: some results filed as inactive read as strong as hits
Target sequence (P03300 1749-2209 limits assumed): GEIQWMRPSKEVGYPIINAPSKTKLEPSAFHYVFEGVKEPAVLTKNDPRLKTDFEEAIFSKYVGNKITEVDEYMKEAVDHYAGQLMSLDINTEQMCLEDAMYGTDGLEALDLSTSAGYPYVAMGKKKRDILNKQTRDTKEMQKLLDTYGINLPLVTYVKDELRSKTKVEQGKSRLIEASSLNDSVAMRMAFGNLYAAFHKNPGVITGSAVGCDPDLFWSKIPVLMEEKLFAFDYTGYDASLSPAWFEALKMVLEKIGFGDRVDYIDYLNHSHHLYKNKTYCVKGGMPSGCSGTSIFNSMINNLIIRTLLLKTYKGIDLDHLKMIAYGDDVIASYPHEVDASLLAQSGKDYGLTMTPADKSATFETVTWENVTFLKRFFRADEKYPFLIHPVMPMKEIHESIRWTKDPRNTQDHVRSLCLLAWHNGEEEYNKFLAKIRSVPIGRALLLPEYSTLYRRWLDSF
PV pol inh FP z-score – recorded beside PV pol inh, whose call it bears; z-score; measured here: FP z-score; hits read low
The depositor's hits bear a star.

Screens in order – PV pol inh, PV pol inh FP z-score
CCCCC(=O)N1CC(=O)Nc2ccc(C)cc2C1c1ccc(F)cc1 (stereo not given)
 : 100, -0.8
Cc1cc(C)cc(NS(=O)(=O)c2ccc3c(c2)CCCN3C(=O)C2CCC2)c1
 : 110, 0.7
O=C(NC(=S)NCc1ccccc1)c1ccco1
 : 103, 0.5
CSc1ccccc1C(=O)NCc1cccnc1
 : 103, 1.1
CCn1cc(C(=O)N(C)C2CCCCC2)c2cc(OC)c(OC)cc2c1=O
 : 100, 0
CCC(Sc1nccn1C)C(=O)Nc1cc(C)on1 (stereo not given)
 : 101, -0.1
Cc1cc(C)c(S(=O)(=O)N2CCCC(C(=O)NC3CC3)C2)c(C)c1 (stereo not given)
 : 103, 0.7
COC(=O)CN1C(=O)S/C(=C/c2ccc(-c3ccc(C(=O)O)cc3)o2)C1=O
 : 102, 0.1
COc1ccc(OC)c2sc(N(Cc3cccnc3)C(=O)c3ccco3)nc12
 : 104, -0.6
O=C1c2ccccc2S(=O)(=O)NN1Cc1nnc(-c2ccccc2Br)o1
 : 103, 0.7
CN(C)Cn1c2ccccc2c2ccccc21
 : 102, 0.6
Cc1occc1C(=O)N/N=C/c1c[nH]c2ccccc12
 : 102, 0.8
CCOC(=O)c1ccccc1NC(=O)Cn1ncc2c1-c1ccccc1OC2
 : 104, 0.1
COc1ccc(/C=C/c2nc(C#N)c(N3CCN(c4ccccc4)CC3)o2)cc1OC
 : 107, -0.3
CC(C)(C)CC(=O)Nc1ccc(-c2nnc3n2CCCCC3)cc1
 : 100, -0.5
Cn1c(C(=O)O)cc2ccccc21
 : 102, -0.5
CC1(C)CC(N=CC2=C(O)c3ccccc3C2=O)CC(C)(C)N1
 : 101, -0.1
O=C(Cn1ccc2ccccc2c1=O)NCCC(=O)N1CCCCC1
 : 103, 0.4
Cc1nn(-c2ccccc2)c(Cl)c1C(=O)NC1CCS(=O)(=O)C1 (stereo not given)
 : 102, 0.2
CC(=O)c1cccc(Nc2cc(C)nc3nc(Cc4ccccc4)nn23)c1
 : 107, 0.4
Cc1nc(N)sc1C(C)(C)C
 : 99, -1.4
Cc1ccc(Cc2cnc(I)c(O)c2)cc1
 : 99, -0.4
O=C(CCNc1ccc(Br)cc1)c1ccc2c(c1)OCO2
 : 102, 0.1
Cc1cccc(C)c1NC(=O)c1ccc2c(c1)N(Cc1cccc(Cl)c1)C(=O)c1ccccc1S2=O (stereo not given)
 : 107, 0.7
CCCNC(=O)c1oc2ccc3c(c2c1C)C=CC(C)(C)O3
 : 100, -1.1
CC1CCCCN1S(=O)(=O)c1ccc2[nH]c(=O)cc(C(=O)NCCc3ccc(Cl)cc3)c2c1 (stereo not given)
 : 116, 1.3
O=C(Nc1ccc(Cl)cc1)/C(=C\c1cccs1)c1ccsc1
 : 103, -0.1
O=C(Nc1ncc(Cc2ccc(F)cc2)s1)c1ccc2c(c1)CC(c1ccccc1)OC2=O (stereo not given)
 : 112, 1.2
O=C(COC(=O)C(O)c1ccccc1)NC12CC3CC(CC(C3)C1)C2 (stereo not given)
 : 103, 0
Cc1ccc(N2C(=O)c3n[nH]c(C)c3C2c2ccc(C(C)C)cc2)cc1 (stereo not given)
 : 109, 0.3
COc1ccc(C(=O)NCC(c2ccc3c(c2)OCO3)N2CCN(C)CC2)cc1 (stereo not given)
 : 113, 1.2
Brc1ccc(-c2cc(-c3ccccc3)no2)cc1
 : 101, 0
CC(OC(=O)c1ccc2c(=O)n3c(nc2c1)CCC3)C(N)=O (stereo not given)
 : 100, -0.1
C[C@]12CC3SC3C[C@@H]1CC[C@@H]1[C@@H]2CC[C@]2(C)[C@@H](O)CC[C@@H]12 (stereo not given in full)
 : 100, 0.4
CCC(Sc1nc2cc3c(cc2c(=O)n1CCCC(=O)NCc1ccc(OC)cc1)OCO3)C(=O)NCCCOC (stereo not given)
 : 103, -0.8
COc1cc(C=C2C(=O)NC(=O)NC2=O)cc(Cl)c1OCC(=O)O
 : 102, 0.4
CCCCS(=O)c1nc(-c2ccc(C)cc2)cc(-c2ccccc2)c1C#N (stereo not given)
 : 99, -0.2
OCCNc1nc2ccccc2n1CN1CC=C(c2ccccc2)CC1
 : 103, -0.1
CC1(C)CC(NCC(=O)Nc2ccc(C(=O)O)cc2)CC(C)(C)N1
 : 98, -0.6
CC1CCCC(NC(=O)COC(=O)Cc2ccsc2)C1C (stereo not given)
 : 100, -0.5
O=Nc1sc2ccc3ccccc3c2c1O
 : 95, -1.3
CCc1ccc(-n2nnc(-c3nc(-c4ccccc4)no3)c2C)cc1
 : 109, 0.2
CSc1cccc(NC(=O)CCS(=O)(=O)c2ccc3c(c2)CCN3C(C)=O)c1
 : 103, 0.2
O=C(c1ccccc1NS(=O)(=O)c1ccccc1)N1CCCC1
 : 104, 0.2
COc1ccc(NC(=O)CN2C(=O)c3ccccc3C2=O)cc1
 : 103, 0.6
O=C(CN1CCN(Cc2ccccc2)CC1)N1N=CCC1c1ccccc1 (stereo not given)
 : 103, 0.5
COc1ccc2c(c1)CCc1c(C(=O)Nc3c(C)nn(Cc4ccc(Cl)cc4)c3C)noc1-2
 : 101, -0.9
CC1(C)CC(=O)C2=C(C1)Nc1ccccc1N(C(=O)Nc1ccc(Cl)c(Cl)c1)C2c1ccco1 (stereo not given)
 : 103, 0.2
Cc1ccc(N/N=C(\C#N)C(=O)NC2CC2)cc1C
 : 103, 0.1
CCN1CCN(CCNC(=O)c2ccc3c(c2)NC(=O)/C(=C\c2cccc(Cl)c2)S3)CC1
 : 101, -0.6
COc1ccccc1N1CCN(S(=O)(=O)c2c(C)sc3ncn(CC(=O)Nc4ccc(C)cc4Br)c(=O)c23)CC1
 : 108, 0.5
CC(NC(=O)c1cc2ccccn2n1)c1ccccc1 (stereo not given)
 : 104, -0.7
Cc1nnsc1C(=O)ON=C(c1cccs1)c1cccs1
 : 102, 0.1
Cc1ccc(Cn2ccnc2SCC(=O)Nc2ccccc2C(F)(F)F)cc1
 : 111, 0.9
CCS(=O)(=O)N1CCC(NC(=O)c2ccccc2Cl)CC1
 : 100, -0.6
N#CC1=NN(c2ccccc2)C(c2ccccc2)CC1=O (stereo not given)
 : 104, 0.3
Cc1nc(-c2ccc(Cl)cc2)sc1CCNC(=O)c1ccc(C(F)(F)F)cc1
 : 113, 1.7
N=C=C1C(=O)c2ccccc2C1=O
 : 101, 0.1
CC(=O)c1ccc(NC(=O)c2nc(-c3ccccc3)n(-c3ccccc3Cl)n2)cc1
 : 107, -0.2
Cc1ccccc1OCc1ccc(-c2nc(C#N)c(N3CCC(C(N)=O)CC3)o2)o1
 : 100, -0.3

The list goes on:
Screens in order – PV pol inh, PV pol inh FP z-score
Clc1nc(Nc2ccccc2)sc1/C=N/N1CCOCC1
 : 149, 5.6
CC(Sc1nc2ccccc2c(=O)n1C)C(=O)Nc1ccc2c(c1)OCCO2 (stereo not given)
 : 103, 0.1
Cc1ccc(N(CC(=O)N2CCc3ccccc32)C2=NC(=O)CS2)cc1
 : 105, 0.3
CCOC(=O)CNc1nnc(-c2ccccc2)c(-c2ccccc2)c1C#N
 : 102, 0.1
Cc1ccc(O)c(NC(=O)c2cc(-c3ccc(F)cc3)on2)c1
 : 109, 0.9
NS(=O)(=O)c1ccc(NC(=O)CCCC(=O)O)cc1
 : 104, 0.5
COC(=O)[C@H](Cc1ccccc1)NC(=O)[C@@H](N)CC(=O)O
 : 99, -0.1
COc1[nH]c2ccccc2c1/C=N/O
 : 102, 0.6
c1ccn2c(SCc3ccc4c(c3)OCCO4)nnc2c1
 : 104, 0.6
COc1ccc(NC(=O)c2sc3nc(C)c(C(=O)Nc4ccc(C)cc4C)c(-c4cccs4)c3c2N)cc1
 : 104, -0.3
CCn1c(NCc2ccccn2)nc2ccccc21
 : 101, 0
COc1cc(NC(=O)Cn2c(C)cc3ccccc3c2=O)cc(OC)c1OC
 : 106, 0.3
Cc1cc(C)c(OCC(=O)Nc2cccc(-c3nc4ncccc4o3)c2)c(Br)c1
 : 101, -1.1
C#CC(C)(CC)NC(=O)Cn1nnc(-c2ccc(OCc3c(F)cccc3Cl)cc2)n1 (stereo not given)
 : 106, 0.2
C#CC(CC)(CC)NC(=O)C1CC(C)=C(C)CC1C(=O)O (stereo not given)
 : 100, -1.2
CCOC(=O)c1c(CN(CC)CC)oc2ccc(OC)cc12
 : 106, 0.3
Cc1oc2ncn(C)c(=O)c2c1C(=O)N1CCCCC1
 : 103, 0.1
C1CCC(NC2CCCC2)C1
 : 102, 0.1
CN(C)S(=O)(=O)c1ccc2oc(SCC(=O)O)nc2c1
 : 108, 0.7
CCOC(=O)N1CCN(C(=O)Nc2sc3nc4n(c(=O)c3c2C)CCC(C)CC4)CC1 (stereo not given)
 : 104, 1.2
C1=Nc2ccccc2-c2nnc(SCc3ccccc3)nc2O1
 : 102, 0.2
CCN(CC)CCOC(=O)c1ccc(NC(=O)c2nn(-c3ccc(C)cc3)c(=O)c3c2c2ccccc2n3C)cc1
 : 103, -0.2
CC(NC(=S)N1CCN(CCO)CC1)C12CC3CC(CC(C3)C1)C2 (stereo not given)
 : 99, -0.4
COc1ccc(NC(=O)CSC2=Nc3ccccc3C3=NC(CCC(=O)NCc4ccc(F)cc4)C(=O)N23)cc1Cl (stereo not given)
 : 120, 2.1
O=C(O)CCCC(=O)Nc1ccc(-c2nc3ccccc3[nH]2)cc1
 : 104, 0.1
ON1C2CCCCC2N(O)C1c1ccccc1 (stereo not given)
 : 100, 0.1
CN1C(=S)N(C2CCCCC2)C(=O)/C1=C/c1ccc(N2CCCC2)cc1
 : 119, 3.4
CNC(=S)N(Cc1ccccc1)Cc1ccccc1
 : 102, 0.2
CCCn1c(=O)n(C)c(=O)c2c3nc4ccccc4c(-c4ccccc4)c3[nH]c21
 : 43, -6
CCOc1ccc2c3c(c(=O)oc2c1OCC)CCCC3
 : 102, 0.1
Cc1cc2oc(C(=O)Nc3ccc(S(=O)(=O)N4CCCCCC4)cc3)cc(=O)c2cc1C
 : 106, -0.2
COc1ccc(C)cc1Nc1c2c(nc3nc(-c4cccs4)nn13)CCCC2
 : 111, 1
O=C(Cc1cccs1)N(c1nnc(-c2ccc(F)cc2)s1)C1CCCC1
 : 101, -0.2
O=S(=O)(c1cccc(C(F)(F)F)c1)n1c(/C=C/c2ccccc2)nc2ccccc21
 : 98, -2.1
C=C1CC[C@H](O)C/C1=C/C=C1\CCC[C@]2(C)C([C@H](C)/C=C/[C@H](C)C(C)C)CC[C@@H]12 (stereo not given in full)
 : 99, -0.1
CCc1cccc(NC(=O)Cn2c(=O)n(CC(=O)NCCc3ccccc3)c(=O)c3ccccc32)c1
 : 105, -0.9
O=C(O)CCC(=O)NCC1COc2ccccc2O1 (stereo not given)
 : 105, 0.1
CC(=O)Nc1cc2ccccc2oc1=O
 : 102, 1.4
CCOC(=O)CSc1nnc(-c2ccccc2C)n1CC
 : 99, -1.3
CCc1cccc(NC(=O)c2csc3c2CCCC3)c1
 : 100, -1.2
COc1ccc(CNS(=O)(=O)c2ccc(F)c(C(=O)Nc3c(C)cc(C)cc3C)c2)cc1
 : 110, 0.2
CCn1cc(Br)c(-c2nc3ccccc3c(=O)n2N)n1
 : 102, 0
Oc1ccc2ccccc2c1C=NN1CCN(Cc2ccccc2)CC1
 : 99, -0.4
Cc1cnc(=O)[nH]c1SCc1ccc(C(F)(F)F)cc1
 : 105, 1.2
CC(C)(CNC(=O)c1ccccc1OCCOc1ccccc1)N1CCOCC1
 : 110, 1.3
N#Cc1cnc(SCc2cc(=O)n3ccccc3n2)nc1N
 : 103, 0.5
Cc1ccccc1C(=O)Nc1ccc(NC(=O)c2ccc(C(C)(C)C)cc2)cc1
 : 104, 0.7
Cc1c(C(=O)NCCCN2CCCCC2)sc2nc3n(c(=O)c12)CCCC3
 : 100, -0.7
Cc1cc(C)n(CC(=O)NC2CCCCC2C)c(=O)c1C#N (stereo not given)
 : 104, 0.8
CCc1ccc(Cn2c(CNS(=O)(=O)c3ccc(Cl)s3)nc3cccnc32)cc1
 : 106, -0.3
O=S(=O)(c1ccc(F)cc1F)N1c2cccc3cccc(c23)S1(=O)=O
 : 101, -0.2
NC(=S)N/N=C/c1ccc(Sc2cccc3cccnc23)o1
 : 105, 1
COc1ccc(-c2nn(-c3ccccc3)cc2C(=O)OCC(C)C)cc1
 : 103, 0.4
Cc1ccc(NC(=O)c2oc3ccc(S(=O)(=O)N4CCC5(CC4)OCCO5)cc3c2C)c(C)c1
 : 105, -1.4
COc1cc(C(=O)Nc2ccc(-c3cc(C(F)(F)F)nn3-c3ccccc3)cc2)cc(OC)c1OC
 : 105, 0.2

Shown with bars between the fields: 5 of the compounds above.
molecule | PV pol inh | PV pol inh FP z-score
CC(=O)c1ccc(NC(=O)c2nc(-c3ccccc3)n(-c3ccccc3Cl)n2)cc1 | 107 | -0.2
COc1cc(NC(=O)Cn2c(C)cc3ccccc3c2=O)cc(OC)c1OC | 106 | 0.3
COc1ccc(C)cc1Nc1c2c(nc3nc(-c4cccs4)nn13)CCCC2 | 111 | 1
CC(NC(=O)c1cc2ccccn2n1)c1ccccc1 (stereo not given) | 104 | -0.7
COc1cc(C(=O)Nc2ccc(-c3cc(C(F)(F)F)nn3-c3ccccc3)cc2)cc(OC)c1OC | 105 | 0.2

Single records, from the list above.
Oc1ccc2ccccc2c1C=NN1CCN(Cc2ccccc2)CC1 is listed as PV pol inh: 99; PV pol inh FP z-score: -0.4
CCn1cc(Br)c(-c2nc3ccccc3c(=O)n2N)n1 is listed as PV pol inh: 102; PV pol inh FP z-score: 0

Some of the compounds tested; rates above refer to the full screens.
